HT1080NT lethal = kills 2HG-producing HT-1080-NT fibrosarcoma cells | HT-1080-NT fibrosarcoma viability, CellTiter-Glo ATP luminescence, 48 h | Potency, µM (highest dose often 46.1 µM), inactives show top-dose activity, negative = less viability, actives largely listed as cytotoxic | hit rate 1.6% among 360,000 | AID 686970;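 further: NT is the 2HG producing partner of a matched IDH1 knockdown line; potency means the concentration at half of the fitted maximal effect; 0% = DMSO-treated cells and -100% = media-only wells without cells; nearly all actives have a fitted effect of over 55% in size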
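HT-1080-NT fibrosarcoma cells (2HG-overproducing), 750 cells/well in RPMI with 5% FBS, dosed after 2 h and incubated 48 h at 37C. CellTiter-Glo luminescence normalized to DMSO and no-cell wells; concentration-response curves fitted and classed.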
SW480 rereplic = inducers of DNA re-replication in SW480 colon cancer cells; SW480 DNA re-replication, Hoechst DNA content imaging, 48 h; hit rate 1.8% among 340,000; Potency, µM (doses to about 46.1 µM), for the others: at the highest dose re-replication activation, hits mostly activators; AID 624297; further: potency means the concentration at half of the fitted maximal effect; % of control where 0% means no effect; nearly all actives have a fitted effect of over 55% in size
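Cells (250 per well) received 23 nL compound or DMSO by pin tool and were kept 48 hr at 37 C, 5% CO2. Nuclei were then stained with Hoechst for 40 min and scanned for DNA content.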
KB-V1 cytotox = KB-V1 MDR subline cytotoxicity | KB-V1 MDR cells viability, CellTiter-Glo, 72 h | Potency, µM (doses to about 46.1 µM), for inactives: at the highest dose activity change, negative = cytotoxicity, actives largely listed as cytotoxic | hit rate 3.4% among 400,000 | AID 1347076; further: potency means the concentration at half of the fitted maximal effect; on the % scale 0 is the no-effect control and ±100 the full control effect; nearly all actives have a fitted effect of over 60% in size
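KB-V1 cells (P-gp-expressing MDR subline of KB-3-1) in phenol-red-free DMEM with 10% FBS were exposed to library compounds over a concentration series for 72 h at 37 degrees C. Viability read by CellTiter-Glo luminescence; concentration-effect curves fitted after normalization.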
MCF10A rereplic = induces DNA re-replication in MCF 10a normal breast cells; MCF 10A DNA re-replication, Hoechst nuclear intensity, 48 h; Potency, µM (series often up to 46.1 µM), for the others: at the top dose activity, positive = re-replication, usual class: activators; hit rate 2.9% among 350,000; AID 624296; further: potency means the concentration at half of the fitted maximal effect; % of control where 0% means no effect; nearly all actives have a fitted effect of over 50% in size
DRD3 agonist = activates the human D3 dopamine receptor | P35462 | D3R DiscoveRx beta-arrestin cells, luminescence, 90 min | max activation, % | hit rate 0.58% among 410,000 | AID 652048; in the data active means max activation above about 30%; further: 0% is about no effect; mostly tested at two doses, the higher about 12 µM
Target sequence (P35462 whole entry, looked up): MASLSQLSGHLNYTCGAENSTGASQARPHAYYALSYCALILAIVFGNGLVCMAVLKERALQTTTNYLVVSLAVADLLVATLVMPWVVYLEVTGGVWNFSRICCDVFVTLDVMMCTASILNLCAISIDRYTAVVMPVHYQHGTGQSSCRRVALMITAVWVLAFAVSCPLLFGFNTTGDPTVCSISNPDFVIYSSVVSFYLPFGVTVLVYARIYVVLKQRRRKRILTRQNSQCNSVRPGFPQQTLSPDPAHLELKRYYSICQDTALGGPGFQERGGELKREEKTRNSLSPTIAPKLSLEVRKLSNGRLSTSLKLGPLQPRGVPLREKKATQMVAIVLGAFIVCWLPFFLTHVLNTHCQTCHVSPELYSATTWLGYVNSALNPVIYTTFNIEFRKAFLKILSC
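Cells at 1500/well, incubated overnight, then treated with pinned compounds (dopamine as control) for 90 min at 37 degrees C. DiscoveRx reagent added for 30 - 60 minutes at room temperature; luminescence read.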
IL-1B inflam inh = inflammasome signaling inhibition, IL-1 beta readout. activity change, % at 57.5 µM. AID 743279. hit rate 4.7% among 360,000. THP-1 LPS/ATP IL-1B secretion, AlphaLISA, 16 h; hits give low values; in the data active means activity change below about -50%; inconclusive means mostly about -30% to -49%; further: on the % scale 0 is the no-effect control and ±100 the full control effect
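THP-1 cells pretreated 1 hr with compounds (up to 57.5 uM final), then stimulated with LPS (250 ng/mL final) plus ATP (1.25 mM final); secreted IL-1B measured by AlphaLISA after 16 hr, decreased signal indicating inhibition.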
HT1080 IDH1KD tx = kills HT-1080 cells with IDH1 knockdown | HT-1080 IDH1 knockdown viability, ATP luminescence, 48 h | Potency, µM (doses to about 46.1 µM), for inactives: at the top dose activity, negative = toxicity, usual class: cytotoxic | hit rate 2% among 360,000;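 further: potency means the concentration at half of the fitted maximal effect; 0% = DMSO wells and -100% = cell-free medium wells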
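Viability of IDH1-knockdown HT-1080 fibrosarcoma cells was assessed by CellTiter-Glo after 48 h at 37 °C with titrated compound; concentration-effect curves were classified by fit quality and response size.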
KB-3-1 tox = kills parental KB-3-1 adenocarcinoma cells | KB-3-1 viability, CellTiter-Glo ATP luminescence, 72 h | Potency, µM (doses to about 46.1 µM), without a hit: at the top dose activity change, negative = cytotoxic, most hits filed as cytotoxic | hit rate 1.4% among 400,000 | AID 1347075; further: potency means the concentration at half of the fitted maximal effect; on the % scale 0 is the no-effect control and ±100 the full control effect; nearly all actives have a fitted effect of over 60% in size
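KB-3-1 parental drug-naive adenocarcinoma cells in DMEM/10% FBS, incubated 72 h at 37 C with pin-transferred compounds across a concentration series. Viability by CellTiter-Glo luminescence; concentration-response curves fitted after normalization.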
HEK293 tox = cytotoxic in the GLP-1 receptor inverse agonist counter-screen. HEK293 cAMP-luciferase reporter cells, luminescence, 24 h. Potency, µM (series often up to 38.3 µM), inactives show at the top dose activity change, negative = inhibition, hits mostly inhibitors. hit rate 0.13% among 410,000;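 further: loss of luciferase light is scored as toxicity; potency means the concentration at half of the fitted maximal effect; on the % scale 0 is the no-effect control and ±100 the full control effect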
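Cells in DMEM/10% Nu serum/1% pen-strep, 1536-well format. Pre-incubated 12 h, dosed with 23 nL compound, incubated a further 24 h. Luciferase detection, 12 min at room temp, luminescence.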
* hit, by the source's call; ? = inconclusive; · = no result given; [ ] = remark or other dose. Unless noted, the call rests on the fitted dose curve; in most records, active means well fitted curve in the direction sought with a large enough effect; inconclusive means small, poorly fitted or top-dose-only effect, or another doubt; inactive means no such curve, though single readings can be large; an effect the other way counts as inactive or inconclusive.

Structure	MCF10A rereplic	SW480 rereplic	DRD3 agonist	IL-1B inflam inh	HT1080 IDH1KD tx	KB-3-1 tox	KB-V1 cytotox	HEK293 tox	HT1080NT lethal
CCC(C)[C@H](NC(=O)c1cn(CC)c2cc3c(cc2c1=O)OCO3)C(=O)NCCCn1ccnc1 (stereo partly drawn)	-2%	-13%	0	-15	-4%	-9%	-3%	26%	-1%
COc1ccc(-c2cnn3c4c(c(C)nc23)CCN4C(C)C)cc1OC	?	?	41*	-9	22%	0%	2.1µM*	0%	3%
COc1cc(OC)cc(C(=O)Nc2nnc(NC(=S)Nc3ccccc3)s2)c1	10µM*	9%	-2	33	-15%	-5%	0%	-2%	-9%
CSCc1ccc(C(=O)NC2CC(C)(C)Cc3c2cnn3-c2ccc(F)cc2)o1 (stereo not drawn)	10%	3%	2	?	-19%	?	-16%	2%	-8%
N#CCCn1nnc2ccccc21	-1%	-4%	0	10	6%	0%	23%	-2%	18%
Cc1ccc2c(c1C)-c1c(ccc(C)c1C)C(=O)C2=O	4.1µM*	3.3µM*	0	-85*	10µM*	3.3µM*	0.65µM*	?	5.8µM*
Cn1c(CC(=O)Nc2ccc(F)cc2)nnc1SCC(=O)Nc1nncs1	21%	-10%	6	1	3%	0%	?	-4%	19%
CCCN1CCC2(CC1)C(C#N)=C(N)Oc1c2sc2nc(C)cc(C)c12	3%	-4%	16	-3	-11%	-10%	-3%	-15%	-13%
CN1CCN(C(=O)/C(=C/c2cccc([N+](=O)[O-])c2)NC(=O)c2ccccc2)CC1	-10%	-4%	27	-5	3%	9%	10%	-25%	1%
Cc1ccc(N2C(=O)[C@@H]3CSC(c4ccc(C(F)(F)F)cc4)N3C2=O)cc1 (stereo partly drawn)	·	·	6	·	·	0%	1%	7%	·
Clc1cccc(OCCCCN2CCCCC2)c1	23%	?	-2	56	-13%	?	?	6%	-3%
CC(C)(C)C(=O)Cn1c(=N)n(Cc2ccccc2Cl)c2ccccc21	14%	?	2	-27	-21%	?	0%	-14%	-11%
NC(=O)c1c(NC(=O)CCCn2cnc([N+](=O)[O-])n2)sc2c1CCCC2	-15%	0%	15	10	-9%	13%	-5%	?	-14%
Cc1ccc(N2C(=O)N3[C@@H]4c5ccccc5OC[C@@H]4[C@@H](c4ccccc4)[C@@]3(C)C2=O)cc1	5%	-7%	4	-10	-2%	0%	-3%	0%	?
O=C(O)c1ccc2c(c1)C(=O)N(c1ccc(Cl)cn1)C2=O	8%	-15%	3	0	5%	14%	0%	-9%	-2%
Cc1cc(NS(=O)(=O)c2ccc(NC(=O)COc3ccccc3C(C)C)cc2)no1	7%	-3%	-5	42	-2%	0%	12%	?	-9%
CC(C)(C)c1ccc(/C=C(\c2nc3ccccc3[nH]2)S(=O)(=O)c2ccccc2)cc1	5.2µM*	8.2µM*	-10	-96*	6.5µM*	?	?	?	6.5µM*
CC(C(=O)N=Nc1c(O)[nH]c2ccccc12)n1cnc2ccccc2c1=O (stereo not drawn)	?	?	-7	22	-4%	19%	18µM*	-9%	0%
CCCN(CCC)CCNC(=O)C1CCN(Cc2nc(-c3ccc(Cl)cc3)oc2C)CC1	-3%	8%	-7	?	-22%	23µM*	?	-13%	-18%
COc1ccc(-c2cc3c(c4c2ccn4C)C2CCC3O2)cn1 (stereo not drawn)	·	·	-5	8	0%	0%	0%	4%	13%
C=CCN(CC=C)C(=O)c1ccc(OC2CCN(C(C)=O)CC2)c(OC)c1	10%	-15%	-2	0	10%	1%	-2%	0%	0%
Cc1ccc(NC(=O)C2CCCN2C(=O)OCc2ccccc2)cc1C (stereo not drawn)	17%	1%	-9	3	-6%	10%	-4%	1%	2%
CC(=O)c1cccc(NC(=O)CSC(=O)c2ccccc2)c1	7%	-3%	18	10	16%	-3%	?	6%	15%
CCOC(=O)CN1CC(C)(C)N(CC(=O)OCC)CC1(C)C	-3%	-2%	-3	18	1%	2%	?	-12%	15%
CN(CC(=O)N1CCN(C2CCCCC2)CC1)S(=O)(=O)c1cccc2nsnc12	5%	-1%	1	14	10%	-2%	?	11%	-2%
CCOCCCNc1nc2c(-c3ccccc3)nnn2c2ccccc12	11%	-3%	0	0	6%	0%	7%	-5%	2%
O=C(COC(=O)c1c(F)cccc1F)NCCNC(=O)COC(=O)c1c(F)cccc1F	-5%	-1%	8	14	19%	11%	5%	1%	13%
CCc1ccccc1NC(=O)COC(=O)c1c(C)nsc1NC	3%	?	3	15	-11%	-11%	-1%	0%	4.1µM*
Cc1ccc2c(c1)cc(C(=O)N[C@@H](Cc1ccccc1)C(=O)O)n2C	4%	1%	-6	43	9%	0%	23%	2%	5%
COc1ccc(-n2nnnc2CNC(=O)c2ccc(S(=O)(=O)N3CCOCC3)cc2)cc1	3%	-93%[inhibitor]	2	10	-4%	5%	20%	1%	1%
Oc1ccc(-c2nncn2-c2ccccc2)cc1	4%	-5%	2	14	8%	1%	10%	-24%	10%
CC(=O)N1CCCC(C(=O)c2ccc3c4c(cccc24)CC3)C1 (stereo not drawn)	-3%	0%	1	5	4%	-1%	2%	3%	4%
CCCCNC(=O)N1CCN(C/C=C/c2ccccc2)CC1	19%	9%	-10	0	-1%	10%	14%	1%	-1%
O=C(COC(=O)c1ccc(Br)o1)NC1CCCCC1	0%	-3%	1	31	-11%	-7%	-7%	-7%	-9%
CCOC(=O)N1CCC(=NNC(N)=O)CC1	24%	-1%	-14	10	17%	-5%	-28%	0%	0%
CCOc1ccc(S(=O)(=O)N2CCN(C(=S)NCc3ccco3)CC2)cc1	-4%	33%	-11	-15	-16%	-15%	-3%	13%	-10%
COc1ccc2oc(C(=O)OCC(=O)NCc3ccc(OC)c(OC)c3)c(C)c2c1	?	-73%[inhibitor]	6	28	-23%	-9%	?	-9%	-1%
COC(=O)C1=C(C(=O)OC)C(c2ccc(OC)c(OC)c2)c2sc(=O)[nH]c2S1 (stereo not drawn)	0%	-5%	0	0	-3%	?	-2%	10%	-27%
COc1ccc(Cl)cc1Nc1nc2ccc(C(=O)c3ccccc3)cc2n2cnnc12	·	·	-6	·	·	14%	12%	1%	·
O=C(C1CCN(S(=O)(=O)c2cccc3cccnc23)CC1)N1CCN(c2ccccc2)CC1	1%	-2%	1	12	1%	9%	4%	-27%	-3%
C[C@H](NS(=O)(=O)c1ccc(Cl)cc1)C(=O)OCC(=O)c1ccc[nH]1	11%	-3%	5	-4	-5%	-19%	-2%	12%	-8%
CN(CC(=O)Nc1ccccc1C(=O)Nc1ccccc1)C1CCCCC1	21%	-3%	-9	-20	7%	1%	0%	-9%	13%
CCOC(=O)c1cc2c(C)n(-c3ccc(C)cc3)c(C)c2ccc1=O	12%	?	-8	-66*	-20%	21µM*	5.8µM*	-19%	-29%
Cc1ccc2nc(C3CCCCC3)c(Cc3ccccc3)n2c1	·	·	-7	-14	?	?	6%	?	?
COCC(=O)N1C[C@H]2CON(C)[C@H]2C[C@H]1c1cccc(-c2ccccc2OC)c1	·	·	6	-1	2%	17%	-10%	2%	4%
O=C(NCc1ccc(F)c(F)c1)C1CCC(=O)N(CC2CCCCC2)C1 (stereo not drawn)	1%	8%	-7	0	0%	12%	-3%	17%	-3%
CCN1CCN(C(c2cccc(OC)c2)c2c(O)cc(C)n(Cc3ccco3)c2=O)CC1 (stereo not drawn)	·	·	0	·	·	4%	4%	-4%	·
CCOC(=O)c1c(C(=O)OCC)c(C)n(N2C(=O)CSC2=S)c1C	13%	0%[9.22 µM]	-2	19	16%	?	-12%	9%	9%
COc1ccc(C2=C(Nc3ccc(C)cc3)c3ccccc3C2=O)cc1	16%	-4%	5	2	18%	6%	-1%	-26%	1%
COc1ccc(F)cc1S(=O)(=O)NCc1ccccc1	19%	2%	4	6	17%	-4%	-7%	0%	17%
O=C(Nc1ccccc1-c1ccccc1)c1cccc(C(F)(F)F)c1	-38%[inhibitor]	1%	-5	0	-2%	-18%	?	82%[activator]	-3%
Cc1nn(-c2ccccc2)c(Cl)c1C(=O)OCC(=O)NCCc1ccccc1	14%	-13%	-11	?	-4%	4%	-2%	-14%	-1%
COc1cccc(-n2nc(C(=O)N3CC(C)CC(C)C3)c3ccccc3c2=O)c1 (stereo not drawn)	5%	1%	0	0	6%	-1%	?	-14%	-29%
Cc1ncsc1CCOC(=O)c1cccnc1	0%	-13%	-8	16	-1%[9.24 µM]	8%	?	-6%	10%

Assay outcomes: PubChem, National Center for Advancing Translational Sciences (NCATS)
